Source: PubChem
HP1b binding inh – HTS for Inhibitors of HP1-beta Chromodomain Interactions with Methylated Histone Tails | Chromobox protein homolog 1 (Homo sapiens), P83916 | AlphaScreen HP1-beta / biotin-H3K9me3 peptide binding | Potency, µM (titrated, usually from 114 µM), for inactives: at the highest dose activity change, negative = inhibition, hits mostly inhibitors | hit rate 0.56% among 390,000 | AID 540317, 2011; further: nearly all actives have a fitted effect of over 70% in size; inactives centre near 23
Target sequence (P83916 whole entry, looked up): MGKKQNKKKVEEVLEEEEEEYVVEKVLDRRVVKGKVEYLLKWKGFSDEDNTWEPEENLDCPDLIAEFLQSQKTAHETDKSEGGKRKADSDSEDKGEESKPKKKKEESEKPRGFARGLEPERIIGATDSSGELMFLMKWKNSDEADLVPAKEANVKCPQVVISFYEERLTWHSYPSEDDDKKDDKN
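Compound inhibition of the preformed complex between 50 nM HP1-beta and 50 nM biotinylated H3K9me3 peptide was read by AlphaScreen. Buffer was PBS pH 7.4 with 0.01% Tween-20. Incubations ran 30 min at room temperature, with 10 ug/mL donor/acceptor beads.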
ERG-DNA inh – qHTS for Small Molecule Inhibitors of the ERG Ets/DNA interaction. fluorescence polarization, His-ERG Ets domain / labelled DNA. hit rate 0.028% among 370,000. Potency, µM (highest dose often 76.9 µM), inactives show at the highest dose FP activity, negative = inhibition, most hits filed as inhibitors. Transcriptional regulator ERG (Homo sapiens), P11308; active means well fitted inhibition curve with a large enough effect in the polarisation, with a control signal flat; inconclusive means small, poorly fitted or top-dose-only effect, or effect the other way, or a change in a side signal; inactive means no such curve, though single readings can be large or run the other way; the % refers to the polarisation;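 further: polarization taken with two DNA probes labelled with fluorescein and Texas red; % of control where 0% means no effect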
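His-tagged ERG Ets domain (1 uM in the protein solution; 300mM KCl, 50mM Tris-HCl, 1mM EDTA, 1mM DTT, pH 7.5) received compound, then a probe mix of 5 nM fluorescein-DNA and 100nM Texas-615-DNA. Fluorescence polarization was read for both dyes.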
RGS4 inh – Inhibitors of Regulator of G Protein Signaling (RGS) 4: qHTS; Regulator of G-protein signaling 4 (Homo sapiens), P49798; Transcreener GDP fluorescence polarization, RGS4-accelerated GTP hydrolysis; Potency, µM (series often up to 114 µM), for inactives: at the top dose activity change, negative = inhibition, hits mostly inhibitors; hit rate 0.039% among 390,000; further: on the % scale 0 is the no-effect control and ±100 the full control effect; nearly all actives have a fitted effect of over 75% in size; some results filed as inactive show a strong effect at the top dose
Target sequence (P49798 whole entry, looked up): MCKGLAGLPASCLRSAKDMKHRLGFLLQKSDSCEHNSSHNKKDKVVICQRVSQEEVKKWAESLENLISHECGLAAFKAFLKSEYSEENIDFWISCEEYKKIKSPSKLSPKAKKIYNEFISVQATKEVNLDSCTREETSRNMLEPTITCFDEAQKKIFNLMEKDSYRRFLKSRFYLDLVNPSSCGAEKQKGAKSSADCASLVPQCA
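MLSMR compounds (23 nl, pin-transferred) preincubated 10 min at room temperature with a 500nM (2x) first reagent, then RGS4 at 900nM (2x) plus Transcreener GDP mix added; fluorescence polarization (620/688 nm) read before and after 90 min at 30 °C.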
TrxR1 inh – qHTS Assay for Inhibitors of Mammalian Selenoprotein Thioredoxin Reductase 1 (TrxR1): qHTS; Thioredoxin reductase 1, cytoplasmic (Rattus norvegicus), O89049; recombinant rTrxR1, NADPH fluorescence consumption, selenite substrate; Potency, µM (titrated, usually from 114 µM), inactives show at the top dose activity change, negative = inhibition, most hits filed as inhibitors; hit rate 1% among 390,000; further: on the % scale 0 is the no-effect control and ±100 the full control effect; nearly all actives have a fitted effect of over 65% in size
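Rat TrxR1 (90 nM in the dispensed reagent) was pre-reduced with 400 uM NADPH for 5 min at room temperature, then incubated with compound for 15 min. After 400 uM selenite was added, NADPH fluorescence (Ex 340/Em 450 nm) was followed for 8 min.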
Pin1 inhibitor – qHTS Assay to Find Inhibitors of Pin1 | Pin1 FP peptide displacement, HiFluor488, 10 min | Potency, µM (highest dose often 115 µM), for the others: at the top dose activity, negative = inhibition, most hits filed as inhibitors | hit rate 0.009% among 390,000 | AID 504891, 2011; active means well fitted inhibition curve with a large enough effect in the polarisation, with a control signal flat, not every such curve was filed as active; inconclusive means small, poorly fitted or top-dose-only effect, or effect the other way, or a change in a side signal; inactive means no such curve, though single readings can be large or run the other way; the % refers to the polarisation; further: on the % scale 0 is the no-effect control and ±100 the full control effect
12-LOX inh – Primary qHTS assay for inhibitors of human arachidonate 12S-lipoxygenase (ALOX12): Round 2; AID 1671190, 2021; Polyunsaturated fatty acid lipoxygenase ALOX12 (Homo sapiens), P18054; purified 12hLO, xylenol orange hydroperoxide absorbance; Potency, µM (highest dose often 108 µM), for inactives: at the top dose activity change, negative = inhibition, actives largely listed as inhibitors; hit rate 1.1% among 580,000; further: on the % scale 0 is the no-effect control and ±100 the full control effect
Target sequence (P18054 whole entry, looked up): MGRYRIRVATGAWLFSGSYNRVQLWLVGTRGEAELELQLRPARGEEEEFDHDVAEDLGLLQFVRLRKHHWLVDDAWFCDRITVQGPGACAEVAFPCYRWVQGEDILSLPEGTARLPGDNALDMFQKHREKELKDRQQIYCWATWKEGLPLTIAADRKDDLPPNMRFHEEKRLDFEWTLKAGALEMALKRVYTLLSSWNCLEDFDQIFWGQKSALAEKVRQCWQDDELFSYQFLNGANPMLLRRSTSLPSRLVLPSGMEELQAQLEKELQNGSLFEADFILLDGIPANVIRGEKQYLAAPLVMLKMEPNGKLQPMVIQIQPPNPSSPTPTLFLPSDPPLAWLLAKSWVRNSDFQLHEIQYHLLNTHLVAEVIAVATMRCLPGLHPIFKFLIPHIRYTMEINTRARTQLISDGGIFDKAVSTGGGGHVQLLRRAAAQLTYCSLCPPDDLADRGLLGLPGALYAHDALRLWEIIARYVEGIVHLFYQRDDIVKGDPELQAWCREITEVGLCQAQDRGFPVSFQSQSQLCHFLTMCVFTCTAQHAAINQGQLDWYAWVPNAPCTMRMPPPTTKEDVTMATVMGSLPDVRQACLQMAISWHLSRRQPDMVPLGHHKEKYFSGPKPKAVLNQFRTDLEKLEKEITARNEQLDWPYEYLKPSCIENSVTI
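Purified human 12hLO at 150 nM in 25 mM Hepes, 0.01% Triton X-100, pH 7.0, preincubated 15 min at room temperature with compound. Reaction started with 40 uM arachidonic acid, 30 min at room temperature. Hydroperoxide measured by Fe-xylenol orange, 573/405 nm absorbance ratio.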
PGK inhibitor – qHTS Assay to Find Inhibitors of Phosphoglycerate Kinase; PGK/GAPDH coupled, Kinase-Glo luminescence, 60 min; Potency, µM (doses to about 57.5 µM), for inactives: at the top dose activity change, negative = inhibition, hits mostly inhibitors; hit rate 0.043% among 380,000; Phosphoglycerate kinase, glycosomal (Trypanosoma brucei brucei), P07378; further: on the % scale 0 is the no-effect control and ±100 the full control effect; nearly all actives have a fitted effect of over 60% in size
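Recombinant glycosomal PGK reaction used 1,3-bisphosphoglycerate generated in-well by GAPDH (100nM final) in 100mM TEA pH 7.6, 5mM MgCl2, 0.01% Tween-20. After 60 minutes at room temperature, ATP was read by Kinase-Glo Plus luminescence end-point.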
GLS inh – qHTS for Inhibitors of Glutaminase (GLS); Potency, µM (highest dose often 45.5 µM), for inactives: top-dose activity change, negative = inhibition, usual class: inhibitors; GLS enzymatic activity, qHTS titration; hit rate 0.21% among 410,000; Glutaminase kidney isoform, mitochondrial (Homo sapiens), O94925; further: on the % scale 0 is the no-effect control and ±100 the full control effect
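Two-point fluorescence kinetic (t0, 30 min RT) for hKGA; glutamate detected via glutamate oxidase–HRP–Amplex Red. Substrate: 1 mM L-glutamine solution; buffer 45 mM KH2PO4, pH 8.2.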
JMJD2A Tudor – qHTS Assay for Inhibitors of JMJD2A-Tudor Domain. Lysine-specific demethylase 4A (Homo sapiens), O75164. AlphaScreen JMJD2A-Tudor / H3K4me3 peptide binding. Potency, µM (doses to about 114 µM), for the others: top-dose activity change, negative = inhibition, hits mostly inhibitors. hit rate 4.4% among 390,000; further: on the % scale 0 is the no-effect control and ±100 the full control effect; nearly all actives have a fitted effect of over 50% in size
Numbers without * were called inactive; i = inactive; ? = inconclusive; . = not tested or not shown; & = joins results of further samples; [ ] = another dose, or the depositor's remark. Unless noted, the call rests on the fitted dose curve; in most records, active means well fitted curve in the direction sought with a large enough effect; inconclusive means small, poorly fitted or top-dose-only effect, or another doubt; inactive means no such curve, though single readings can be large; an effect the other way counts as inactive or inconclusive. Potency means the concentration at half of the fitted maximal effect. The list is partial, so the mix of outcomes need not match the whole.

Compound	TrxR1 inh	ERG-DNA inh	12-LOX inh	RGS4 inh	GLS inh	HP1b binding inh	Pin1 inhibitor	PGK inhibitor	JMJD2A Tudor
CCOC(=O)C(=O)Nc1nccs1	14%	-10%	-12%	-8%	-1%	12%	2%	-5%	-6%
CC1(C)CC(=O)C2=C(C1)OC(N)=C(C#N)C2c1cccc(OC(=O)c2ccco2)c1 (stereo unspecified)	13%	.	-24%	22%	14%	9%	1%	.	-8%
CCCC(=O)Nc1ccc2c(c1)C(=O)NC2=O	-5%	7%	-7%	3%	-5%	38%	-4%	4%	-9%
CC(=O)Nc1ccc2c(c1)-c1ccc(F)cc1C2=O	3%[11.4 µM]	6%	-27%	?	2%	12%	-3%	i	-15%
O=C(CS(=O)(=O)c1cccc2nsnc12)NCc1ccc(Cl)cc1	-3%[57.1 µM]	7%	-3%	-34%	-2%	16%[57 µM]	-2%	0%	-19%
CCN(CC)CCC(c1ccc(N(C)C)cc1)c1c(OC)cc(OC)c2c(-c3ccccc3)cc(=O)oc12 (stereo unspecified)	-5%&-5%	12%	-1%	-11%&10%	8%	?	-8%&-3%	-10%	22µM*
COc1ccc(CNC(=O)CN(Cc2ccccc2)C(=O)CCC(=O)Nc2ccccn2)cc1	18%	2%	0%	-16%	-5%	21%	6%	-6%	-6%
COc1cccc(NC(=O)CN(C)CC(=O)Nc2cccc(C(F)(F)F)c2)c1	9%	12%	13%	7%	5%	33%	1%	-5%	-15%
N#Cc1c(-c2ccccc2)cc(-c2ccc3c(c2)OCO3)[nH]c1=O	24%	8%	?	8%	5%	27%	?	2%	-3%
COc1cc(Nc2nc3c(S(=O)(=O)c4cccc(Cl)c4)nnn3c3ccsc23)cc(OC)c1	18%	3%	3%	-7%	-6%	43%	-4%	-4%	2%
CCC(c1nnnn1C(C)(C)CC)N1CCN(c2ccccc2F)CC1 (stereo unspecified)	10%	1%	-2%	-12%	-9%	30%	-1%	-8%	-13%
O=C(/C=C/c1cccc(Cl)c1)NCCCN1CCOCC1	16%	2%	-5%	9%	-10%	39%	8%	1%	0%
Cc1nc(S(=O)(=O)N2CCN(c3cccc(Cl)c3)CC2)cn1C	-2%[57.1 µM]	2%	-22%	-20%	-7%	20%[57 µM]	-5%	i	-17%
CCOCc1cc(CN2CCCC(CNC(=O)c3ccco3)C2)ccc1OC (stereo unspecified)	12%	10%	-15%	-8%	-7%	48%[activator]	-10%	i	9%
CC(C(=O)NC1C=CS(=O)(=O)C1)N1C(=O)/C(=C/c2cccc(Cl)c2)SC1=S (stereo unspecified)	-14%	26%	?	-15%	4%	-22%	-1%	0%	?
CC(C)CCn1c(/C=C/c2ccccc2)nc2ccccc21	23%	7%	?	8%	-8%	199%[activator]	-1%	i	224%[activator]
CCOc1ccc(N=C(NC#N)SC)cc1	-9%[11.4 µM]	3%	-30%	-14%	5%	36%	-3%	-2%	-15%
Cc1ccc(CNC(=O)CCCn2c(=O)[nH]c3ccc(Br)cc3c2=O)cc1	21%[2.29 µM]	-2%	0%	-16%	-3%	32%	4%	-9%	-12%
O=C(CC1CS(=O)(=O)CC1CC(=O)Nc1ccc2c(c1)OCCO2)Nc1ccc2c(c1)OCCO2 (stereo unspecified)	-8%	3%	-6%	-17%	-2%	-9%	?	-2%	-32%
CCOC(=O)C1CCN(S(=O)(=O)c2ccc(OC)c(Cl)c2)CC1	17%[57.1 µM]	-4%	-10%	-11%	-7%	48%[activator]	-3%	i	9%
CC1Cc2ccccc2N1S(=O)(=O)c1cccc(C(=O)NNC(=O)c2ccccc2F)c1 (stereo unspecified)	28%	-24%	122%[activator]	-7%	3%	39%[activator]	4%	i	-10%
O=[N+]([O-])c1ccc(N2CCCCC2)cc1N1CCOCC1	-9%[57.1 µM]	-3%	-20%	4%	-3%	-2%	4%	13%	-19%
Cc1ccc(NC(=O)CSc2n[nH]c(-c3ccncc3)n2)cc1	-9%	1%	-3%	14%	1%	33%	6%	5%	-9%
CCC(C(=O)NC1CCCC1)N(C(=O)Cn1nnc(-c2ccc(C)o2)n1)c1cccc(O)c1 (stereo unspecified)	26%[57.1 µM]	2%	17%	3%	-16%	-1%	4%	1%	-19%
Cc1noc(C)c1CSCC(=O)Nc1cc(C(F)(F)F)ccc1N1CCCCC1	-7%	32%[activator]	-2%	-19%	-12%	84%[activator]	13%	-2%	14%
COc1ccc(CN(C(=O)Cn2nnc(-c3ccc(C)o3)n2)C(C(=O)NCC2CCCO2)c2ccco2)cc1 (stereo unspecified)	11%[57.1 µM]	-1%	-1%	-11%	-1%	26%	16%	i	1%
C[C@H](CO)N1C[C@H](C)[C@@H](CN(C)C(=O)Nc2ccc3c(c2)OCO3)Oc2ccc(NC(=O)C3CCCCC3)cc2C1=O	-15%[57.1 µM]	-9%	-9%	0%	2%	24%	-5%	2%	-18%
O=C(Nc1nnc(C2COc3ccccc3O2)o1)c1ccc(F)cc1 (stereo unspecified)	-15%	4%	-10%	-11%	-1%	53%[activator]	-9%	-5%	-10%
C/C(=N/NC(=O)c1ccc(Cn2cccn2)o1)c1cccc(NC(=O)c2ccncc2)c1	11%	9%	9%	21%	18%	42%[activator]	3%	2%	-15%
COc1cccc(CNC(=O)c2cc3cccc4c3n2CC(C)S4)c1OC (stereo unspecified)	45%[activator]	0%	?	20%	-8%	5%	60%[activator]	-7%	-14%
CCCCn1c(N)c(N(Cc2ccccc2OC)C(=O)COc2ccccc2C#N)c(=O)[nH]c1=O	14%	-4%	5%	29%	3%	31%	-1%	4%	-5%
Cn1c(N)c(C(=O)CSc2nc(N)cc(=O)[nH]2)c(=O)n(C)c1=O	4%	-1%	-4%	-23%	1%	42%	?	-7%	-13%
CCNC(=S)NNC(=O)C1CCCCC1	-8%	1%	-17%	-2%	13%	28%	-4%	-2%	-12%
Cc1ccccc1C(=O)N1CCC(C(=O)N2CCN(S(=O)(=O)c3ccccc3F)CC2)CC1	1%[57.1 µM]	-3%	-9%	2%	4%	10%	-4%	i	-9%
CCOC(=O)c1cccc(NC(=O)c2cc3ccccc3o2)c1	26%	0%	10%	18%	1%	69%[activator]	?	-8%	17%
Nc1nc(-c2ccccn2)nc(N)c1Cc1ccccc1F	-10%[57.1 µM]	27%	7%	-2%	6%	42%[activator]	-6%	-1%	?
COc1cccc(NC(=O)CSc2nc(=O)[nH]c3c2CCCC3)c1	3%[57.1 µM]	-8%	?	26%	-10%	18%	-1%	1%	-7%
Cc1ccc(S(=O)(=O)N(C)C)cc1NC(=O)c1cc(C(C)(C)C)nn1Cc1ccccc1	5%	1%	0%	7%	1%	52%[activator]	?	4%	-21%
OC(CNCC(c1ccco1)N1CCCCC1)c1ccccc1 (stereo unspecified)	-18%	2%	?	30%	0%	-56%	3%	6%	1.1µM*
CC(C)Cn1c(C(C)C)nc([N+](=O)[O-])c1Sc1ccc(Cl)cn1	?	-7%	?	-16%[56.9 µM]	-8%	29%	0%	-2%	-12%[57.1 µM]
O=C(C1CCN(Cc2nc(Cc3cccc(F)c3)no2)CC1)N1CCOCC1	8%[57.1 µM]	-13%	0%	9%	-4%	24%	-1%	-9%	-10%
C1CN(c2nc3nonc3n3nnnc23)CCO1	-6%[57.1 µM]	-5%	14%	41%	-3%	19%	2%	-2%	-9%
O=C(Nc1nc(-c2ccc(F)cc2)cs1)c1cnccn1	31%	-15%	2%	8%	-1%	24%	0%	i	-22%
Cc1cc(C)c(C#N)c(SCC(=O)NN2CC(=O)N(c3ccccc3F)CC2=O)n1	-10%	-6%	1%	6%	10%	32%	6%	10%	-11%
CC1(C)Oc2ccc3ccc(=O)oc3c2/C(=C/Nc2ccc(O)cc2)C1=O	18%[57.1 µM]	10%	-28%	-47%	-29%	?	?	i	-13%[11.4 µM]
O=C(CSc1nc(=O)n(CCCN2CCOCC2)c2c1CCC2)Nc1ccc(F)cc1F	-12%	8%	-7%	43%	-16%	13%	7%	7%	-10%
O=C(OCc1ccccc1F)c1cc([N+](=O)[O-])ccc1N1CCOCC1	13%	.	-20%	-19%	-3%	3%	-2%	-8%	-19%
CC(=O)c1c(-c2ccc(C)cc2)nc2c3ccccc3ccn12	16%[57.1 µM]	1%	-12%	-9%	-3%	45%	6%	-5%	7%
